# TAAR1 ag = agonists of human TAAR1 | Q96RJ0 | CHO RD-HGA16 TAAR1, Fluo-8 calcium fluorescence; vehicle wells 0%, saturating PEA agonist 100% | activation, % at 3 µM | 360,000 tested, 0.99% active | AID 624467;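 active = activation above the mean activation of all test compounds in the run plus 3 SD, cut at about 38% in these data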
#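 System: CHO-derived RD-HGA16 cells with stable Gα16 and human TAAR1 / Times: 17-24 h plating, Fluo-8 75 min 37 °C, 30 min RT / Technique: calcium-sensitive Fluo-8 signal, excitation 470-495, emission 515-575 nm / Measure: % activation relative to PEA EC100 response / Benchmarks: DMSO and PEA EC100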
# TAAR1 antag = human TAAR1 antagonism | Q96RJ0 | inhibition, % at 3 µM | CHO RD-HGA16 TAAR1, Fluo-8 calcium fluorescence, antagonist | 360,000 tested, 1.5% active;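 active = inhibition above a per-plate cutoff, the mean inhibition of test compounds on that plate plus 3 SD, cut at about 49% in these data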;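 also: 0% = DMSO plus EC80 beta-PEA response and 100% = DMSO alone without agonist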
#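 Test system: RD-HGA16 CHO cells with stable hTAAR1 and Gα16 / Probe or stimulus: EC80 β-phenethylamine stimulus / Times: seeding 17-24 h prior, 75-min 37 °C, 30-min RT dye loading / Detection: Fluo-8 calcium-sensitive fluorescence / Read-out basis: % inhibition scaled between DMSO and EC80 PEA controls / Repeats: singlicate, one well per test compound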
# CHO-K1 Ca antag = counter-screen for M1 antagonists: effect in parental CHO-K1 cells; inhibition, % at 3 µM; ATP-induced calcium, Fluo-8 fluorescence; AID 602250; 360,000 tested, 0.6% active;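 active = inhibition above a per-plate cutoff, the plate's mean sample inhibition plus 3 SD, cut at about 24% in these data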;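 also: 0% = DMSO plus EC80 ATP and 100% = DMSO alone without ATP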
# OXTR potentiator = human OXTR potentiation; CHO-OTR cells, Fluo-8 calcium fluorescence, potentiator mode; 0% = oxytocin EC15, 100% = EC100; activation, % at 3 µM; 320,000 tested, 0.061% active; AID 2445;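 active = activation above that plate's cutoff, the mean activation of tested compounds plus 3 SD, cut at about 6.6% in these data, passing the limit was not always enough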;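 also: 100% uses oxytocin at 75 nM as the full agonist control; some results filed as inactive read as strong as hits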
# Target sequence (P30559 whole entry, looked up): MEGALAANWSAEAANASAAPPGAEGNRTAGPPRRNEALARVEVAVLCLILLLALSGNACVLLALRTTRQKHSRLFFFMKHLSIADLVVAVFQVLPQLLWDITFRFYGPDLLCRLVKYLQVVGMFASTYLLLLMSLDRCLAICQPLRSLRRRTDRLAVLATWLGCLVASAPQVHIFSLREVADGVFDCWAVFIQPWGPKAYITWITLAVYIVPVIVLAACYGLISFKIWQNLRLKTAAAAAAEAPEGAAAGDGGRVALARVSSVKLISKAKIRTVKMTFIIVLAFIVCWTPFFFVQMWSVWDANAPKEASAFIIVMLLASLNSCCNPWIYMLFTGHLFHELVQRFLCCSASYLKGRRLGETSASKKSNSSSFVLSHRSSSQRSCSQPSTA
#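 Material: CHO-OTR cells, human receptor; compound dosing: single dose, 3.0 µM nominal final compound concentration; schedule: 6 min compound pre-incubation at room temperature, 100 s kinetic read; measured by: kinetic Fluo-8 calcium fluorescence; read-out basis: % activation vs EC15 and EC100 oxytocin; controls: EC15 oxytocin alone as 0%, 75 nM oxytocin as 100%; replicates: singlicate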
# M1 ag = human M1 muscarinic receptor agonism. P11229. CHO-K1 hM1, Fluo-8 calcium fluorescence, agonist mode; 0% DMSO, 100% acetylcholine EC100. activation, % at 3 µM. 360,000 tested, 0.33% active;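 active = activation above the run's mean compound activation plus 3 SD, cut at about 16% in these data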;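 also: peak over basal fluorescence ratio within a 140 s kinetic read after compound addition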
# Target sequence (P11229 whole entry, looked up): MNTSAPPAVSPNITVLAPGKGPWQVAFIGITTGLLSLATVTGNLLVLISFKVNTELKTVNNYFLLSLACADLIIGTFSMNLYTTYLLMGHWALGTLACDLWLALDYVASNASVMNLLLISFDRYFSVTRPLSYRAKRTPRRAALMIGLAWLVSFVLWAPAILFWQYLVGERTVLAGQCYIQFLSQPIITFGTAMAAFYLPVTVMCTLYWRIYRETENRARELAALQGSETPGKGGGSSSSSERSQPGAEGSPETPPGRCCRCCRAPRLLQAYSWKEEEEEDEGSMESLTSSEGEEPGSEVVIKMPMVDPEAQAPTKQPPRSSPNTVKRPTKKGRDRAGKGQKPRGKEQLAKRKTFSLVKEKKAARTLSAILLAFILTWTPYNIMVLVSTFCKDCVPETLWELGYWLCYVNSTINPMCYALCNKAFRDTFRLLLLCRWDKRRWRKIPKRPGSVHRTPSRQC
# CHRM1 antagonist = human CHRM1 antagonism | inhibition, % at 3 µM | 360,000 tested, 1.3% active | AID 588852 | P11229 | CHO-K1 hM1, Fluo-8 calcium fluorescence, ACh EC80 antagonist;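 active = percent inhibition above its own plate's cutoff, namely the mean of that plate's compound wells plus 3 SD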;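 also: peak over basal fluorescence ratio during 140 s after agonist addition; 0% = ACh EC80 plus DMSO and 100% = DMSO alone without agonist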
# M1 PAM parental = nonselective activator or artifact in parental CHO-K1 calcium assay | activation, % at 3 µM | 360,000 tested, 0.02% active | ATP EC20, Fluo-8 calcium fluorescence; 0% at ATP EC20, 100% at ATP max;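 active = activation above the run cutoff, the mean activation of all test compounds plus 3 SD, cut at about 40% in these data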;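 also: peak over basal fluorescence ratio in a 140 s read after ATP addition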
# CHO parental Ca = counter-screen: ATP calcium response change in parental CHO cells; parental CHO-K1, ATP-induced calcium, Fluo-8 fluorescence; inhibition, % at 5.6 µM; 330,000 tested, 0.63% active; AID 463079;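 active = inhibition above that plate's mean sample inhibition plus 3 SD, cut at about 26% in these data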;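 also: 0% = ATP-challenged DMSO wells and 100% = DMSO wells without ATP; some compounds past the cut are filed as inactive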
#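 Assay system: parental CHO cells; Read-out basis: percent inhibition of ATP-evoked calcium rise, normalized to controls; Benchmarks: ATP and no-ATP DMSO wells; Compound dosing: single nominal dose of 5.6 µM per compound; Signal: Fluo-8 calcium dye fluorescence; Also added: ATP as calcium-mobilizing challenge; Repeats: singlicate.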
# M1 ag parental = M1 agonist counterscreen hit in parental CHO-K1 cells. Fluo-8 calcium fluorescence; scaled to maximal ATP response, vehicle zero. activation, % at 3 µM. 360,000 tested, 0.48% active; in the data active = activation above about 15%;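 also: untransfected CHO-K1 host cells lacking M1 receptor as counterscreen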
# Starred values were filed as active, the others as inactive; x = no result given.
no.	Structure	TAAR1 ag	TAAR1 antag	CHO-K1 Ca antag	OXTR potentiator	M1 ag	CHRM1 antagonist	M1 PAM parental	CHO parental Ca	M1 ag parental
1	CC(C)CC(=O)N1CCN(Cc2ccc3c(c2)OCO3)CC1	6	12	-18	-1	-9	-18	8	0	0.6
2	CCSc1nc2c(c(=O)n1-c1ccc(F)cc1)SCC2	1	-14	1	-1	-13	-3	-2	-10	-0.9
3	O=C1Nc2ccccc2/C1=N/c1sc2c(c1C(=O)NCCc1ccccc1)CCCC2	83*	71*	20	-5	-2	9	-7	-26	0.0
4	O=C(Nc1cccc(-c2ccc(N3CCOCC3)nn2)c1)c1cccc(Cl)c1	14	46	4	x	-1	-18	-6	x	1.1
5	O=C(CCCN1C(=O)/C(=C/c2ccccc2Cl)SC1=S)Nc1cccnc1	0	21	7	-14	-5	-2	-5	-26	-0.3
6	CC(C)(C)c1cc(C(=O)C[n+]2ccc(C(=O)NCCCO)cc2)cc(C(C)(C)C)c1O	-1	-24	5	-4	-4	-8	-4	-11	0.1
7	NC(=S)N/N=C/c1ncc(C(F)(F)F)cc1Cl	x	x	-6	-3	-2	-4	8	-2	1.1
8	COc1ccc(C2C(=O)N(CCc3ccccc3)CC(=O)N2C2CCCC2)cc1 (stereo not given)	8	1	-11	-9	-7	-1	22	-20	1.4
9	O=C(Nc1ccc(F)cc1)Nc1cnccn1	12	-37	-9	-1	0	-7	13	1	1.6
10	CN(Cc1ccc(F)cc1)C(=O)C(Cc1ccccc1)NC(=O)c1ccccc1 (stereo not given)	9	67*	-6	-6	-1	27	-8	-24	5.5
11	Cc1ccc(C2C3CN(C(C)C)CC=C3C(C#N)=C(N)C2(C#N)C#N)cc1 (stereo not given)	12	26	8	-16	-2	10	-3	-3	1.4
12	CCc1ccc(CN(C(=O)c2ccco2)C2CCS(=O)(=O)C2)cc1 (stereo not given)	-2	10	2	-2	-2	12	15	1	0.1
13	Cc1nc(SCC(=O)NCc2ccco2)[nH]c(=O)c1C	3	-5	-8	-2	-3	-1	21	-4	0.9
14	CC(=O)NC(=S)Nc1sc2c(c1C(N)=O)CCC(C)C2 (stereo not given)	5	20	-12	-18	6	-16	27	0	0.7
15	CCC1(CC)NC(=O)N(CC(=O)OCC(=O)NC(=O)c2ccc(Cl)cc2)C1=O	4	-19	-15	-8	-2	-10	-4	1	0.8
16	O=C(COc1ccc(-c2nnco2)cc1)N1CCN(S(=O)(=O)c2ccccc2)CC1	1	27	-5	-2	-2	-10	16	-3	2.0
17	O=C(NNC(=O)c1cc(-c2cccnc2)nc2ccccc12)Nc1ccc(Cl)cc1	13	82*	29*	-23	3	63*	-16	59*	15
18	Cc1ccccc1Nc1nc(N)nc(COC(=O)[C@@H](NC(=O)c2ccccc2Cl)C(C)C)n1	11	9	0	-7	-1	0	-16	-26	2.7
19	CCN(CC)CCn1cnc2c([nH]c3cccc(OC)c32)c1=O	11	-2	19	-25	-4	5	-6	-13	-0.4
20	O=C1CN(C(=O)c2ccccn2)c2ccccc2N1	6	1	-4	1	-3	-3	19	-3	0.2
21	CCCCn1c(N)c(N(CC(C)C)C(=O)C2CCN(C(=O)c3ccc(Cl)cc3)CC2)c(=O)[nH]c1=O	0	-14	-7	6	-1	-16	-3	-1	1.3
22	Cc1ccc(-c2nc3ccc(Cl)cc3c(=O)n2O)cc1	26	-4	-3	-7	2	-8	11	-7	1.1
23	N#Cc1nc(COc2cccc(Cl)c2)oc1N1CCN(c2ccccc2)CC1	x	x	-8	-6	-6	5	11	-16	1.1
24	Cc1cc(NC(=O)CSc2nc3c(c(=O)n2-c2ccc(Cl)cc2)SCC3)no1	6	-28	-21	1	-3	-5	17	-20	-0.1
25	CC(C)Oc1ccc(C(=O)Nc2ccc([N+](=O)[O-])cc2)cc1	6	-21	-4	-14	-1	5	9	24	6.6
26	COc1ccc(C2=NOC(COC(=O)c3ccc4ccccc4n3)C2)cc1 (stereo not given)	7	-14	-5	-7	-10	-1	17	-5	6.0
27	Nc1nccnc1C(=O)OCC(=O)C12CC3CC(CC(C3)C1)C2	3	0	-17	1	7	9	11	-9	3.2
28	O=C(NCc1ccc2c(c1)OCO2)c1nc(S(=O)(=O)Cc2ccccc2)ncc1Cl	1	21	11	-11	-5	2	9	22	1.2
29	O=C(Cn1ccc([N+](=O)[O-])n1)NCc1ccco1	0	1	-13	1	-2	-8	23	-1	0.4
30	CC(=N)c1c(O)c2ccccc2oc1=O	-1	-21	2	-2	-4	3	-18	2	0.1
31	COc1ccccc1-c1cc2nc(-c3ccccc3)cc(N3CCN(C(=O)c4ccco4)CC3)n2n1	0	17	6	x	-2	7	-1	x	-0.4
32	COc1cc(C)c(S(=O)(=O)NOCc2ccc([N+](=O)[O-])cc2)c(C)c1C	-1	9	5	-11	-5	-7	10	-5	0.2
33	Cc1nc2cc(NC(=O)NCc3ccccc3)ccc2o1	-1	-2	-8	-16	-2	-18	12	9	0.6
34	Cc1ccccc1Nc1c(-c2ccccn2)nc2ccccn12	-4	-3	-17	-2	-7	-6	23	-39	0.0
35	CSc1ccccc1OCc1cc(C(=O)N2CCNC(=O)C2)no1	0	-4	0	3	-3	3	3	-7	0.3
36	CC(c1ccccc1)N1CNc2c(c(=O)n(C)c(=O)n2C)C1 (stereo not given)	0	-12	-7	-7	-2	-10	-1	-5	0.1
37	COc1ccc(-c2nnc(SCC(=O)N(C)C3CCS(=O)(=O)C3)n2N)cc1OC (stereo not given)	1	-12	-8	-7	-4	-5	-8	9	0.1
38	COCCn1c(=NC(=O)CCS(=O)(=O)c2ccccc2)sc2c(OC)ccc(OC)c21	2	8	-9	-8	-3	-2	15	-18	3.9
39	Oc1ccccc1-c1nc(NCc2ccccc2)c2ccccc2n1	-1	-19	-19	-5	1	-5	-7	-11	0.3
40	Nc1nonc1-n1nnc(C(=O)N/N=C/c2ccc(O)cc2)c1COc1ccc(F)cc1	7	22	-5	-4	-3	-10	7	-11	1.7
41	C[C@@H]1CN([C@@H](C)CO)C(=O)CCCn2nncc2CO[C@@H]1CN(C)C(=O)Nc1cccc2ccccc12	0	-25	-11	x	-3	-10	4	x	-0.3
42	Cc1ccccc1Cn1cc(NC(=O)c2nc3ncccn3n2)cn1	3	9	-6	-2	-5	-4	17	-17	0.9
43	Cc1ccc(N2C(=O)N3[C@@H]4c5ccccc5OC[C@@H]4[C@@H](c4ccccc4)[C@@]3(C)C2=O)cc1	4	4	-11	5	-6	-6	18	-16	1.2
44	COc1cc(CCC(=O)OCC(=O)N2CCc3ccccc32)cc(OC)c1OC	0	-15	-12	-14	-3	-10	12	-17	2.2
45	CCCCCC(=O)N1C[C@@H](n2cc(C3CC3)nn2)[C@H](O)C[C@@H]1c1ccccc1	4	0	3	x	0	8	-1	x	2.7
46	CC1(C)CC(NC(=O)C2CCN(S(=O)(=O)c3ccc(F)cc3)CC2)CC(C)(C)N1	5	-12	-19	4	-5	-17	14	-3	0.7
47	Cn1c(CCNC(=O)c2cc(COc3ccc(F)c(F)c3)on2)nc2ccccc21	7	3	-5	0	-1	-2	2	-15	1.0
48	CCOc1ccc(CCNC(=O)COC(=O)c2ccc(Cl)nc2)cc1OCC	-2	-4	1	1	-4	-9	12	-30	0.1
49	CCOC(=O)c1sc(N)nc1C(F)(F)F	-1	-5	-12	x	-2	-8	21	x	1.0
50	CCOc1ccc(C(=O)NNC2CC(=O)N(CCc3ccccc3)C2=O)cc1OC (stereo not given)	1	-11	0	-1	-5	2	20	-25	0.6
51	Cc1ccc(S(=O)(=O)NCCC(=O)Nc2nccs2)cc1	2	19	4	-23	-2	1	-7	-16	0.7
52	COc1ccccc1C(=O)NC(CCSC)C(=O)NCC(c1ccco1)N(C)C (stereo not given)	-1	6	-5	-10	-7	-4	4	-16	0.1
53	CCC(=O)N1CCCC1(C)C(=O)NCc1ccc(SC)cc1 (stereo not given)	1	-9	-11	x	-3	-12	24	x	1.1
54	COc1ccc(NC(=O)CCNC(=O)Cn2cnc3sc4c(c3c2=O)CCCC4)cc1OC	1	6	0	2	-12	-4	-8	-15	0.4
55	Cc1cnc(C(=O)OC(C)C(=O)NCc2ccccc2)cn1 (stereo not given)	3	-15	-3	1	-3	-4	-3	-8	0.3
56	Cc1noc(C)c1C(=O)OCC(=O)NCc1ccccc1	4	-16	1	x	-3	-8	12	x	1.3
57	O=C(NCC1CCCN(Cc2nccs2)C1)c1cccc2ccccc12 (stereo not given)	1	-1	-8	-6	-5	-14	21	-18	-0.2
58	CN(CC(=O)Nc1ccc(F)cc1)C(=O)CN1C(=O)NC2(CCCC2)C1=O	0	-23	14	x	4	-10	7	x	-0.2
59	CCCNC(=O)Cn1cnc2sc(C(=O)N3CCCC(C(=O)OCC)C3)c(C)c2c1=O (stereo not given)	x	x	-2	0	-1	-12	19	4	2.9
60	FC(F)(F)c1cc(Cl)c2nc(-c3ccccc3)c(Cc3cccc(Cl)c3)n2c1	0	-12	-13	x	x	x	-4	x	0.9

# Further records follow:
no.	Structure	TAAR1 ag	TAAR1 antag	CHO-K1 Ca antag	OXTR potentiator	M1 ag	CHRM1 antagonist	M1 PAM parental	CHO parental Ca	M1 ag parental
61	CCNC(=O)C1(C)CCN(C(=O)c2cccc(OC(C)=O)c2C)C1 (stereo not given)	-1	19	-14	x	-3	-9	11	x	0.2
62	CC1(C)CC(O)C(CCC(O)c2ccccc2)C(C)(C)N1 (stereo not given)	5	5	-5	-20	-3	-17	15	5	0.7
63	COc1cc(NC(=O)c2ccc(COCC(F)(F)F)o2)cc(OC)c1OC	6	10	9	-5	-1	-9	-18	-24	2.6
64	Cc1cc(C(=O)CNCc2ccco2)c(C)n1-c1ccc(F)cc1	5	-4	-9	-5	-9	-20	13	-21	0.9
65	CCN(CC)c1ccc(/C=N/N2CCN(Cc3ccccc3Cl)CC2)cc1	0	-12	-3	-3	-2	-15	8	-17	0.1

# Compound activity as filed in PubChem BioAssay.
